# High-throughput results: PubChem, several laboratories
# OX1R antagonist = OX1R (HCRTR1) antagonists, primary screen, fluorescence, CHO/OX1R cells, Fluo-8 calcium, orexin A | 330,000 compounds, 0.43% hits | inhibition, % at 5 µM | Orexin/Hypocretin receptor type 1 (Homo sapiens), O43613 | AID 434989, 2010 | Fluo-8 calcium fluorescence;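 active = inhibition above its plate's threshold, mean inhibition of all tested compounds on the plate plus 3 SD, cut at about 37% in these data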;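 note: 0% = orexin A challenge wells and 100% = SB-334867-A antagonist wells; not every result past the cut was called active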
# Target sequence (O43613 whole entry, looked up): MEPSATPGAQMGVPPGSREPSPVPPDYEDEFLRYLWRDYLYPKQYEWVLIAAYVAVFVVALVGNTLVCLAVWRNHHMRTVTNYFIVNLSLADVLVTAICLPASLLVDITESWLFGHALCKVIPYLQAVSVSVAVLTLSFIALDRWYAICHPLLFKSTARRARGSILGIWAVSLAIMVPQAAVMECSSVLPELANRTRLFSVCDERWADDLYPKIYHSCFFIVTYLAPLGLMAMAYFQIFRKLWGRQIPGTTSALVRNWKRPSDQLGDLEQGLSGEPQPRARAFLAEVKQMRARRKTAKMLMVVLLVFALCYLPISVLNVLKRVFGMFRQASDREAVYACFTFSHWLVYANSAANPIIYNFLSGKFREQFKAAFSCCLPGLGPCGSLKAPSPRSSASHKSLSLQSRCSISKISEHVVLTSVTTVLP
# CHT allo act = CHT positive allosteric modulators, primary screen, cell-based, membrane potential dye, choline EC20; B-score at 10 µM; CHT-expressing cells; hits give high values; LV-AA mutant CHT in HEK293 cells; High affinity choline transporter 1 (Homo sapiens), Q9GZV3; 310,000 compounds, 0.49% hits;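 active = initial fluorescence not abnormally high and integrated response B-score, plate-corrected, over 3 SD above library mean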
# Target sequence (Q9GZV3 whole entry, looked up): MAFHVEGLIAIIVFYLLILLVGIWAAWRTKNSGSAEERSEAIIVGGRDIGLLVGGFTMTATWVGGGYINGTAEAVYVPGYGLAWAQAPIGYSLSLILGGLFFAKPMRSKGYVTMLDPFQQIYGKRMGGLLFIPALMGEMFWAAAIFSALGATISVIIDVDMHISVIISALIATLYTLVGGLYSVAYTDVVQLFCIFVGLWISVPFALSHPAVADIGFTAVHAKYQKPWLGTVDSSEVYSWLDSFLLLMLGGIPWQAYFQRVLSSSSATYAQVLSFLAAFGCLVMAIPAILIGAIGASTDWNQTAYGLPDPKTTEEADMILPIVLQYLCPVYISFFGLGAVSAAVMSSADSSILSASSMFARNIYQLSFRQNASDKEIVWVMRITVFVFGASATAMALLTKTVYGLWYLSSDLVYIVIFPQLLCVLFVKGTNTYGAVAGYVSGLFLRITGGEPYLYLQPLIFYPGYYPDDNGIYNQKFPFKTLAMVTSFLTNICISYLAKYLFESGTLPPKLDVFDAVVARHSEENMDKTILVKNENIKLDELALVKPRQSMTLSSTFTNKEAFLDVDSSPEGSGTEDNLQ
# * hit, by the source's call; i = inactive; x = no result given.
# Each structure is followed by: OX1R antagonist, CHT allo act
O=C1NC(Cc2ccccc2)c2nc3ccc(Cl)cc3c(=O)n2-c2ccccc21 (configuration not stated)
 : -10, x
Cc1cccc(C)c1NC(=O)CN1CCN(CCCC(c2ccc(F)cc2)c2ccc(F)cc2)CC1
 : -8, i
CCCCNC(=O)N1CCOCCOCCN(C(=O)NCCCC)CCOCCOCC1
 : -14, i
CCN(CC)S(=O)(=O)c1cc(NS(=O)(=O)c2cccs2)ccc1C
 : -1, x
CCN1C(=O)[C@H]2[C@@H](c3ccc(C)cc3)N3C(=O)N(c4ccc(C)cc4)C(=O)[C@@]3(Cc3ccc(Cl)cc3)[C@H]2C1=O
 : -32, i
COc1ccccc1-c1ccc(SCC(=O)NC2CCCCC2)nn1
 : -26, i
COc1ccc(Cn2c(SCC#N)nc3ccc(N4CCOCC4)cc3c2=O)cc1
 : -19, i
OCC[C@H]1C[C@H](O)[C@@H](O)[C@@]2(Cc3ccccc3CCO2)O1
 : -8, i
CCCn1c(CCC(=O)O)nc2cc(S(=O)(=O)N(CC)CC)ccc21
 : -14, i
COCCCNCC(=O)Nc1ccc(OC(F)(F)F)cc1
 : 9, i
C/C(=N\OCC(=O)Nc1ccccc1C(C)(C)C)c1ccc2c(c1)OCCO2
 : -30, i
CCCOc1ccccc1OCC(=O)N1CCN(S(=O)(=O)c2ccc(Cl)cc2)CC1
 : -35, x
O=C(CSC1=NCCS1)NC1CCCCC1
 : 1, i
COc1ccccc1NC(=O)CCCC(=O)OCC(=O)c1ccc(F)cc1
 : -32, i
CC1CN(c2ccc([N+](=O)[O-])cc2Cl)CCN1S(C)(=O)=O (configuration not stated)
 : -12, i
COc1ccccc1NC(=S)N1CCN(Cc2ccccc2)CC1
 : -6, i
CC(=O)c1cc(C(C)=O)c(C)nc1C
 : 3, i
O=C(COC(=O)c1cccnc1Cl)c1ccc(F)cc1
 : -10, i
Cc1cc(C(=O)NCC(=O)O)c(C)o1
 : -6, i
NC(=O)c1ccc(NC(=O)CSc2cn(CC(=O)N3CCOCC3)c3ccccc23)cc1
 : -19, i
COC(=O)CSc1nc(-c2ccc(C)cc2)c2c(c1C#N)CCCC2
 : 11, i
O=C(O)c1ccccc1C(=O)NC1CCN(c2nccc(C(F)(F)F)n2)CC1
 : -16, i
CN(C)C(=O)C1Cc2ccccc2CN1S(=O)(=O)c1ccc(F)cc1 (configuration not stated)
 : -15, i
CCOc1ncccc1C(=O)NCCc1ccc(OC)cc1
 : -23, i
Cc1cccn2c(=O)c3cc(C(=O)N4CC(C)CC(C)C4)sc3nc12 (configuration not stated)
 : -9, i
COc1ccccc1C(C)NS(=O)(=O)c1cccs1 (configuration not stated)
 : -2, i
CC(=O)NC1C(Oc2cccc(C)c2)OC2COC(c3ccco3)OC2C1O (configuration not stated)
 : -13, i
COC(=O)c1cc(NC(=O)Cc2cccs2)cc(C(=O)OC)c1
 : 5, i
Cn1cccc1CNC(=O)Nc1ccc(Cl)cc1
 : 9, i
Cc1ccc(N2C(=O)NC(NC(=O)C(C)(C)C)(C(F)(F)F)C2=O)cc1C (configuration not stated)
 : -16, i
COc1ccc(C2CC(=O)Oc3cc4c(cc32)OCO4)cc1 (configuration not stated)
 : -8, x
Cc1ccc(N(Cc2ccco2)C(=O)c2cccc(S(=O)(=O)N(C)C)c2)cc1
 : -16, i
COc1ccc(S(=O)(=O)N2CCC(NC(=O)C3CCCCC3)CC2)cc1
 : 4, i
COc1ccc(-c2nc3cnccn3c2NCc2ccccc2)cc1SC1CCCCC1
 : -12, i
c1cc(CN2CCCCC2)cc(OCCCNc2nc3ccccc3s2)c1
 : -44, i
CCc1cccc(NC(=O)C2CCCN(S(=O)(=O)c3cccnc3)C2)c1 (configuration not stated)
 : -8, i
O=C(Cn1ccc([N+](=O)[O-])n1)N1CCCc2ccccc21
 : 4, i
C#CC1(NC(=O)NC(=O)c2c(F)cccc2F)CCCCC1
 : 2, i
COc1ccccc1C(CNC(=O)C1CC(=O)N(Cc2ccc(C)cc2)C1)N1CCCC1 (configuration not stated)
 : -5, i
CC(=O)Nc1ccc(NC(=O)COC(=O)Cc2c[nH]c3ccccc23)cc1
 : 6, i
O=C(NCC1CCCO1)c1cc2n(n1)C(C(F)(F)F)CC(c1ccc(F)cc1)N2 (configuration not stated)
 : -25, i
Cc1ccc(-n2nc(CC#N)c(C#N)c2N)cc1
 : -4, i
COc1ccc(OC)c(-n2c(-c3ccc(C)cc3)n[nH]c2=S)c1
 : -24, i
O=C(CCN1C(=O)COc2ccccc21)N1CCCCC1
 : 2, i
CCn1nc(C(=O)OCC(=O)c2c[nH]c3ccccc23)c2ccccc2c1=O
 : 23, i
O=C(CN(Cc1ccccc1Cl)C(=O)c1ccc(CN2CCOCC2)o1)NCc1ccccc1
 : -17, i
O=C1NC(=O)C2(CCCc3ccccc32)N1 (configuration not stated)
 : -10, i
Cc1nn(C)c(C)c1Nc1ccc(N2C(=O)C3CC=CCC3C2=O)cc1[N+](=O)[O-] (configuration not stated)
 : -5, i
O=C(NC1CCCC1)C1CCN(c2cnccn2)CC1
 : -27, i
COc1ccc(CCN(Cc2cc3cc(C)ccc3[nH]c2=O)C(C)=O)cc1OC
 : -23, i

# Further structures:
# Each structure is followed by: OX1R antagonist, CHT allo act
CC(NC(=O)Cc1ccccc1[N+](=O)[O-])c1ccccc1 (configuration not stated)
 : -3, i
O=S(=O)(c1ccccc1)N1CCN(c2nnc(-c3ccccc3)c3ccccc23)CC1
 : -19, i
Cc1cccc(NC(=O)CSc2n[nH]c(-c3cccnc3)n2)c1
 : -18, i
CC(C)c1ccc(O)c(NC(=S)NC(=O)c2ccc3c(c2)OCO3)c1
 : -14, i
Cc1cccn2cc(CNC(=O)CC3CCCC3)nc12
 : -7, i
Cc1ccc(NC(=O)CCc2c(C)nc3ncnn3c2C)cc1
 : -15, i
CC(Sc1ccsc1[N+](=O)[O-])C(=O)NCc1ccccc1 (configuration not stated)
 : -17, i
CCN(CC)S(=O)(=O)c1ccc(Cl)c(NC(=O)CSc2cccc[n+]2[O-])c1
 : -10, i
O=C(O)C1CCCCC1C(=O)NC1C2CC3CC(C2)CC1C3 (configuration not stated)
 : -6, i
CCn1cc(Br)c(C(=O)Nc2ccc(C(=O)OC(C)C)cc2)n1
 : -35, i
CCOc1cccc(CNCc2cccnc2)c1OCc1ccccc1
 : -28, i
CNC(=O)C(NC(=O)CNC(=O)c1ccc(Cl)cc1)C(C)(C)C (configuration not stated)
 : 3, i
CCOC(=O)CNC(=O)c1nn(-c2ccc(OCC)cc2)c(=O)c2ccccc12
 : -25, i
O=C(C1CCCN(Cc2cccc(Cl)c2)C1)N1CCCCC1 (configuration not stated)
 : x, i
Cc1ccccc1-n1nc(-c2cccnc2)cc1C(=O)N/N=C/c1ccncc1
 : -10, i
COc1ccccc1/C=N\NC(=O)c1c(C)nc2ccc(Cl)cn12
 : x, i
CC(C)[C@H](NC(=O)N1CC(=O)Nc2ccccc21)C(=O)N[C@H](Cc1ccccc1)C(=O)O
 : 6, i
CCOC(=O)N1CCN(CC(O)COCC2=CCC3CC2C3(C)C)CC1 (configuration not stated)
 : -7, i
CCOc1c(Cl)cc(CNc2nnnn2C)cc1OC
 : -6, i
[N-]=[N+]=NC1C[C@H](n2ccc(=O)[nH]c2=O)O[C@@H]1CO (some centres not stated)
 : -6, i

# 14 entries already listed, ordered by length of the SMILES, rising.
# Each structure is followed by: OX1R antagonist, CHT allo act
CCOc1c(Cl)cc(CNc2nnnn2C)cc1OC
 : -6, i
Cc1cccn2cc(CNC(=O)CC3CCCC3)nc12
 : -7, i
CCOc1cccc(CNCc2cccnc2)c1OCc1ccccc1
 : -28, i
Cc1ccc(NC(=O)CCc2c(C)nc3ncnn3c2C)cc1
 : -15, i
O=C(O)C1CCCCC1C(=O)NC1C2CC3CC(C2)CC1C3 (configuration not stated)
 : -6, i
CC(Sc1ccsc1[N+](=O)[O-])C(=O)NCc1ccccc1 (configuration not stated)
 : -17, i
COc1ccccc1/C=N\NC(=O)c1c(C)nc2ccc(Cl)cn12
 : x, i
CCOC(=O)N1CCN(CC(O)COCC2=CCC3CC2C3(C)C)CC1 (configuration not stated)
 : -7, i
CNC(=O)C(NC(=O)CNC(=O)c1ccc(Cl)cc1)C(C)(C)C (configuration not stated)
 : 3, i
CC(C)c1ccc(O)c(NC(=S)NC(=O)c2ccc3c(c2)OCO3)c1
 : -14, i
Cc1ccccc1-n1nc(-c2cccnc2)cc1C(=O)N/N=C/c1ccncc1
 : -10, i
[N-]=[N+]=NC1C[C@H](n2ccc(=O)[nH]c2=O)O[C@@H]1CO (some centres not stated)
 : -6, i
CCOC(=O)CNC(=O)c1nn(-c2ccc(OCC)cc2)c(=O)c2ccccc12
 : -25, i
CCN(CC)S(=O)(=O)c1ccc(Cl)c(NC(=O)CSc2cccc[n+]2[O-])c1
 : -10, i

# (continued)
# Each structure is followed by: OX1R antagonist, CHT allo act
Cc1ccc(NC(=O)c2snc3ccc(Cl)cc23)cc1C
 : -44, i
CC(C)c1ccc(NS(=O)(=O)c2ccc(N3C(=O)CCC3=O)cc2)cc1
 : -17, i
NC(=S)N=Nc1c(O)n(C2OC(=O)c3ccccc32)c2ccccc12 (configuration not stated)
 : -6, i
CCc1cc(=O)oc2c(C)c(OC(C)C(=O)NC3CC(C)(C)NC(C)(C)C3)ccc12 (configuration not stated)
 : -3, i
O=c1c(Cl)c(N2CCOCC2)cnn1-c1ncc(C(F)(F)F)cc1Cl
 : -25, i
CCOC(=O)CCNC(=O)Nc1ccc2nc(C)n(Cc3ccc(Cl)cc3)c(=O)c2c1
 : -23, i
CCOc1ccc(N2C(N)=NC(N)=NC2(C)C)cc1
 : 1, i
N#Cc1cc(C(=O)c2cc(Br)ccc2O)cn(C2CCCCC2)c1=O
 : -37, i
O=S(=O)(c1ccc(Br)cc1)N1CCN=C1SCc1cccnc1
 : -16, i
CCOC(=O)c1ccc2c(c1)nc(SCC(=O)c1cc3ccccc3o1)n2CC
 : -16, i
CC(=O)CCc1ccc(OCCCCn2cncn2)cc1
 : -7, i
CC(C)(C)n1nnnc1CN(Cc1cccnc1)Cc1ccccc1Cl
 : -32, i
CCOc1ccc(OCC)c(NC(=O)CN2CCN(CC(=O)NC(C)C)CC2)c1
 : -10, i
CCOc1ccc(NC(=O)NC(=O)N(C)S(=O)(=O)c2ccc(C)cc2)cc1
 : -24, i
CC1(C)CC(=O)C=C(NCc2cccs2)C1
 : -1, i
Cc1cc(C)cc(OCC(=O)OCC(=O)Nc2c(C)n(C)n(-c3ccccc3)c2=O)c1
 : -30, i
COc1ccc(NC2CCCN(C(=O)CN3C(=O)c4ccccc4C3=O)C2)cc1OC (configuration not stated)
 : -31, i
O=S(=O)(c1ccc(F)cc1)N1CCC2(CC1)OCCO2
 : -7, i
NCCN1CCN(CC(=O)N2c3ccccc3C(=O)Nc3cccnc32)CC1
 : -12, i
O=C(CN1CCCCC1)Nc1ccc(S(=O)(=O)NC2CCCCC2)cc1
 : -16, i
Cc1cc2oc(=O)cc(-c3ccccc3)c2c(C)c1-c1ccc(F)c(Cl)c1
 : -7, x
O=C(CC1SC2=NCCN2C1=O)Nc1ccccc1 (configuration not stated)
 : -6, i
CC(C)c1ccc(N(C(=O)c2ccco2)C(C(=O)NC2CCCC2)c2ccncc2)cc1 (configuration not stated)
 : -19, i
CCC(C)(C)NC(=O)C1CCCN(S(=O)(=O)c2ccc3c(c2)CC(C)N3C(=O)C2CC2)C1 (configuration not stated)
 : -20, i
O=C(NC1CC1)C1CCN(S(=O)(=O)c2ccc(Cl)c([N+](=O)[O-])c2)CC1
 : -15, x
CCCCC(CC)C(=O)Nc1ncc([N+](=O)[O-])s1 (configuration not stated)
 : 25, i
CN(C)c1ccc(Nc2nc(-c3cccnc3)cs2)cc1
 : -25, i
CC(=O)NC(c1ccco1)c1cc(F)c2cccnc2c1O (configuration not stated)
 : -24, x
Cc1ccc(NC(=O)Nc2ccccc2CC[N+](=O)[O-])cc1
 : -5, i
CC(C)(C)C(=O)OCC1OC(n2cnc(C(N)=O)n2)C(O)C1O (configuration not stated)
 : 8, i
CN1CCN(C(=O)NCC23CC4CC(CC(C4)C2)C3)CC1
 : -3, i
Clc1ccc(CO/N=C2\CCCc3nonc32)cc1
 : -1, i
Cc1ccc(S(=O)(=O)N2CCCOC2CNC(=O)C(=O)NCCN2CCOCC2)cc1 (configuration not stated)
 : -16, i
Nc1nc(N)c2sc3nc4c(cc3c2n1)CCC4
 : -22, i
COc1ccc(NC(=O)CNC(=O)Cc2cccc3ccccc23)cc1
 : -20, x
O=C(CCc1ccc(Oc2cc([N+](=O)[O-])cc([N+](=O)[O-])c2)cc1)NC1CCCC1
 : -31, i
Oc1[nH]c(=S)sc1/C=C1\C(c2ccccc2)=Nc2ccccc21
 : 23, i
O=C(CN(c1ccc2c(c1)OCCO2)S(=O)(=O)c1ccccc1)NCc1ccc(Cl)cc1
 : -33, i
Cc1ccc(S(=O)(=O)N(C)C)cc1NC(=O)COc1ccccc1C(=O)Nc1ccccc1
 : -7, i
COCCCNC(=S)N1CCN(S(C)(=O)=O)CC1
 : -13, i
COc1ccc2c(c1)-c1nc(/N=C/c3ccc(O)c(OC)c3)sc1CC2
 : 0, i
CC1Cc2ccccc2N1C1=NS(=O)(=O)c2ccccc21 (configuration not stated)
 : -18, i
COc1cccc(C(=O)Nc2nnc(-c3ccc(OC)cc3OC)s2)c1
 : -1, i
O=C(c1cccc(N2C(=O)C3C4C=CC(C4)C3C2=O)c1)N1CCN(c2ccccc2Cl)CC1 (configuration not stated)
 : -11, i
CCOC(=O)c1ccc(N=Nc2c(C)c(C#N)c(O)[nH]c2=O)cc1
 : 0, i
Cc1ccc(C2(CCNCc3ccc(N(C)C)cc3)CCOC(C(C)C)C2)cc1 (configuration not stated)
 : -31, i
